GLS inhibitor = blocks human kidney-isoform glutaminase activity | GLS enzymatic activity, qHTS titration | AID 624170 | 410,000 tested, 0.21% active | Potency, µM (highest dose often 45.5 µM), without a hit: at the top dose activity change, negative = inhibition, hits mostly inhibitors; further: potency means the concentration at half of the fitted maximal effect; on the % scale 0 is the no-effect control and ±100 the full control effect
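hKGA; 45 mM KH2PO4 pH 8.2 + 0.02% Tween-20; cpd via pin tool; 1 mM Gln soln; GluOx/HRP/Amplex Red; RT 30 min; fluor. t0 & final.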
ERG-DNA inh = blocks human ERG Ets domain binding to DNA; fluorescence polarization, His-ERG Ets domain / labelled DNA; Potency, µM (top dose mostly 76.9 µM), for inactives: top-dose FP activity, negative = inhibition, most hits filed as inhibitors; 370,000 tested, 0.028% active; active means well fitted inhibition curve with a large enough effect in the polarisation, with a control signal flat; inconclusive means small, poorly fitted or top-dose-only effect, or effect the other way, or a change in a side signal; inactive means no such curve, though single readings can be large or run the other way; the % refers to the polarisation;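 further: polarization taken with two DNA probes labelled with fluorescein and Texas red; potency means the concentration at half of the fitted maximal effect; % of control where 0% means no effect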
Target sequence (P11308 whole entry, looked up, the tested form may be a part): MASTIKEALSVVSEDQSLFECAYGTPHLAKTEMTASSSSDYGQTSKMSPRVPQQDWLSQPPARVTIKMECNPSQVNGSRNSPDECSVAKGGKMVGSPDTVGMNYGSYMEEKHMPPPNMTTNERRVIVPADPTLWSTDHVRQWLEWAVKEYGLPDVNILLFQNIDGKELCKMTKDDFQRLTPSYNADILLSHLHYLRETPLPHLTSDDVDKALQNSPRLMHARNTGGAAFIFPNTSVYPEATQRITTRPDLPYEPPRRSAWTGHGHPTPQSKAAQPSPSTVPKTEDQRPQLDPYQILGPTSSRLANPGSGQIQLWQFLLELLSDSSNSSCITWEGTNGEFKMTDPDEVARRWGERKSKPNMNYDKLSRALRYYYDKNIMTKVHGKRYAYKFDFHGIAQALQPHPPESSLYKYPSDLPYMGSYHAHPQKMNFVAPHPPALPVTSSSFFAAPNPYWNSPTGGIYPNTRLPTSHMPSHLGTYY
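His-tagged ERG Ets domain (1 uM in the protein solution; 300mM KCl, 50mM Tris-HCl, 1mM EDTA, 1mM DTT, pH 7.5) received compound, then a probe mix of 5 nM fluorescein-DNA and 100nM Texas-615-DNA. Fluorescence polarization was read for both dyes.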
JMJD2A Tudor = inhibitors of human JMJD2A Tudor domain. O75164. AlphaScreen JMJD2A-Tudor / H3K4me3 peptide binding. Potency, µM (doses to about 114 µM), for the others: at the top dose activity change, negative = inhibition, hits mostly inhibitors. 390,000 tested, 4.4% active; further: potency means the concentration at half of the fitted maximal effect; on the % scale 0 is the no-effect control and ±100 the full control effect; nearly all actives have a fitted effect of over 50% in size
BAZ2B inh = BAZ2B (human) inhibition; AlphaScreen BAZ2B-H3K14Ac peptide displacement; Q9UIF8; 360,000 tested, 4.4% active; AID 504333; Potency, µM (titrated, usually from 114 µM), inactives show at the highest dose activity change, negative = inhibition, actives largely listed as inhibitors; further: potency means the concentration at half of the fitted maximal effect; on the % scale 0 is the no-effect control and ±100 the full control effect; nearly all actives have a fitted effect of over 60% in size
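In this displacement format the biotinylated H3(5-23) peptide acetylated at Lys14 serves as ligand at 50 nM, with BAZ2B at 50 nM in PBS pH 7.4 containing 0.01% Tween-20. Donor and acceptor beads are 10 ug/mL final.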
G9a inh = blocks human histone lysine methyltransferase G9a; G9a H3K9 monomethylation, AlphaScreen, 2 h; 350,000 tested, 8.8% active; Potency, µM (series often up to 102 µM), for inactives: at the top dose activity, negative = inhibition, usual class: inhibitors; further: potency means the concentration at half of the fitted maximal effect; on the % scale 0 is the no-effect control and ±100 the full control effect; nearly all actives have a fitted effect of over 75% in size
Target sequence (Q96KQ7 913-1193 limits assumed): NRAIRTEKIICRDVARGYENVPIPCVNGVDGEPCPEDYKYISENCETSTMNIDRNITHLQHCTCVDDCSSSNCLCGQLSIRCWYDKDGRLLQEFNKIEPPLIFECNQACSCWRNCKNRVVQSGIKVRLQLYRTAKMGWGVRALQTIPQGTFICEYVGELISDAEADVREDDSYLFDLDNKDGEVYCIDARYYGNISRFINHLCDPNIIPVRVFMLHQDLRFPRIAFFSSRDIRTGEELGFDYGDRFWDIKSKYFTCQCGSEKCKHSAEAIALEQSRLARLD
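Using a bead-based AlphaScreen, monomethylated H3K9 product from 2 h room-temperature reactions (G9a 20 nM, peptide 500 nM, SAM 20 uM) was detected with 0.5 ug/mL rabbit anti-H3K9me1 antibody.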
PGK inhibitor = blocks T. brucei phosphoglycerate kinase; PGK/GAPDH coupled, Kinase-Glo luminescence, 60 min; 380,000 tested, 0.043% active; AID 602233; Potency, µM (series often up to 57.5 µM), without a hit: at the top dose activity change, negative = inhibition, most hits filed as inhibitors; P07378; further: potency means the concentration at half of the fitted maximal effect; on the % scale 0 is the no-effect control and ±100 the full control effect; nearly all actives have a fitted effect of over 60% in size
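Recombinant glycosomal PGK reaction used 1,3-bisphosphoglycerate generated in-well by GAPDH (100nM final) in 100mM TEA pH 7.6, 5mM MgCl2, 0.01% Tween-20. After 60 minutes at room temperature, ATP was read by Kinase-Glo Plus luminescence end-point.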
PI4K2A inh = blocks human PI4K2A kinase activity; Q9BTU6; purified PI4K2A, ADP-Glo luminescence, 1 h; active compounds read low; activity change, negative = inhibition, % at 76.9 µM; 420,000 tested, 0.13% active; in the data active means activity change below about -50%; inconclusive means mostly about -30% to -49%;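 further: -100% = wells without enzyme as full effect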
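Compounds are screened against recombinant PI4K2A using PI as substrate and ATP, the latter dispensed at 300 microM. Reactions run one hour at ambient temperature before ADP-Glo detection; full inhibition defined by wells lacking enzyme.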
HP1b binding inh = HP1-beta chromodomain-methylated histone interaction inhibition; Potency, µM (titrated, usually from 114 µM), for the others: at the top dose activity change, negative = inhibition, usual class: inhibitors; P83916; 390,000 tested, 0.56% active; AlphaScreen HP1-beta / biotin-H3K9me3 peptide binding; further: potency means the concentration at half of the fitted maximal effect; nearly all actives have a fitted effect of over 70% in size; inactives centre near 23
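Compound inhibition of the preformed complex between 50 nM HP1-beta and 50 nM biotinylated H3K9me3 peptide was read by AlphaScreen. Buffer was PBS pH 7.4 with 0.01% Tween-20. Incubations ran 30 min at room temperature, with 10 ug/mL donor/acceptor beads.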
Pin1 inh = human Pin1 inhibition; AID 504891; Pin1 FP peptide displacement, HiFluor488, 10 min; 390,000 tested, 0.009% active; Potency, µM (top dose mostly 115 µM), for the others: top-dose activity, negative = inhibition, most hits filed as inhibitors; active means well fitted inhibition curve with a large enough effect in the polarisation, with a control signal flat, not every such curve was filed as active; inconclusive means small, poorly fitted or top-dose-only effect, or effect the other way, or a change in a side signal; inactive means no such curve, though single readings can be large or run the other way; the % refers to the polarisation; further: potency means the concentration at half of the fitted maximal effect; on the % scale 0 is the no-effect control and ±100 the full control effect
Target sequence (Q13526 whole entry, looked up): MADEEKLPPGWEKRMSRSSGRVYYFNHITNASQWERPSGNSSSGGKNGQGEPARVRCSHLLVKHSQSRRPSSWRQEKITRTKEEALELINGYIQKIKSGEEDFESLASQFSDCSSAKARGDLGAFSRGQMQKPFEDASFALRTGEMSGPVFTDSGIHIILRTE
The depositor's hits bear a star; i = inactive; ? = inconclusive; . = no result given; & = joins results of further samples; [ ] = dose if it differs, or a comment. Unless noted, the call rests on the fitted dose curve; in most records, active means well fitted curve in the direction sought with a large enough effect; inconclusive means small, poorly fitted or top-dose-only effect, or another doubt; inactive means no such curve, though single readings can be large; an effect the other way counts as inactive or inconclusive.

SMILES	GLS inhibitor	ERG-DNA inh	JMJD2A Tudor	BAZ2B inh	G9a inh	PGK inhibitor	PI4K2A inh	HP1b binding inh	Pin1 inh
CS(=O)(=O)c1ccc(Cl)c(NC(=O)CN2C(=O)C3CCCCC3C2=O)c1 (stereo unspecified)	-7%	10%	1%	-8%	10%[2.33 µM]	i	0	21%	2%
O=C(COc1cc(F)ccc1[N+](=O)[O-])Nc1ccc2c(c1)OCO2	-2%	-5%	-1%	7%	?	1%	-2	28%	-8%
COc1cc2c(cc1OC)C(c1ccccc1F)OC(=O)C2 (stereo unspecified)	-6%	12%	-1%	0%	27%[59 µM]	-5%	-2	61%[activator]	-7%
Fc1ccc(/C=C\c2nccc3c2[nH]c2ccccc23)cc1	1%	8%	27%	28%	48%	4%	7	97%[activator]	4%
O=C(NCc1ccc(F)cc1)c1cnc(Cl)c(Cl)c1	-8%	0%	7%	10%	17%	4%	-1	25%	-9%
COc1ccc(-n2c(Cc3cccn3C)nnc2SCC(=O)NC2CCCCC2)cc1	0%	-1%	-12%	-37%	?	-1%	5	-1%	0%
O=C(CCNC(=O)c1ccc(Cl)cc1)Nc1c(F)c(F)cc(F)c1F	26%	-5%	-3%	-35%	24%[59 µM]	0%	3	11%	-8%
CN(C(=O)c1cccc(NC(=O)Cc2ccc(NC(=O)C3CCCN(C(=O)C4CCCC4)C3)cc2)c1)C1CCCC1 (stereo unspecified)	1%	-11%	-5%	.	.	0%	3	29%	1%
COc1ccc(N2C(=O)CSC2c2ccc(F)c(F)c2)cc1 (stereo unspecified)	1%	1%	-6%	16%	11%	-4%	-2	33%	9%
O=c1[nH]c(=O)n(Cc2ccco2)c2c1C(C(F)(F)F)(C(F)(F)F)N=C(c1ccc(F)cc1)N2	5%	-18%	-27%	3%	?	3%	3	13%	0%
CCCN1CCC(NC(=O)c2cccc(Oc3ccccc3)c2)CC1	-1%	-4%	-8%	-8%	.	-3%	3	17%	-2%
Cc1cccc(-c2nc(CN3CCN(C(=O)C4CCCO4)CC3)cs2)c1 (stereo unspecified)	7%	1%	-18%	-37%	71µM*	0%	3	4%	5%
CCN1C(=O)N(CC)C2C1N(C(C)=O)C(=O)N2C(C)=O (stereo unspecified)	4%	-10%	-21%	-1%	8%[59 µM]	i	3	21%	-3%
CC(C)C(C)NC(=O)CN1C(=O)NC2(CCc3ccccc3C2)C1=O (stereo unspecified)	4%	-1%	-8%	-4%	2%	-5%	5	2%	1%
COC(=O)c1c(-c2ccc(Cl)cc2)noc1N1CCN(c2cccc(OC)c2)CC1	2%	1%	-9%	1%	12%[59 µM]	7%	-1	19%[57 µM]	10%
Cc1nc2cc(CC(=O)O)ccc2o1	-4%	-3%	-14%	-1%	5%[59 µM]	0%	-3	9%	6%
CCN(Cc1ccccc1)S(=O)(=O)c1ccc(C(=O)N(CCCN(C)C)c2nc3cc(C)cc(C)c3s2)cc1	-1%	-8%	?	?	25µM*	-3%	0	?	-2%
CC(C)(C)NCC(O)COc1c(F)cc(Br)cc1F (stereo unspecified)	-18%	-5%	-10%	-7%	8%[59 µM]	-6%	-2	3%	4%
COc1cccc(CNC(=O)Cc2nc3nc(C)cc(C)n3n2)c1	1%	-1%	7%	-4%	9%[59 µM]	-3%	3	35%	-5%
CCS(=O)(=O)c1ccc2c(c1)N(S(=O)(=O)c1ccc(C)cc1)CC(C(=O)O)O2 (stereo unspecified)	29%	-24%	-7%	89µM*	?	i	-2	52%[activator]	-9%
CC(NCC1COc2ccccc2O1)C1COc2ccccc2O1 (stereo unspecified)	3%	3%	4µM*	?	-27%	-1%	-1	-4%[57 µM]	?
O=C(CCCN1Cc2ccccc2C1)c1ccc(F)cc1	43%[activator]	6%	-13%	-2%	-1%[59 µM]	i	7	47%[activator]	-1%
COC(=O)c1ccc(NC(=O)C(=O)c2cn(CC(=O)N3CCOCC3)c3ccccc23)cc1	0%	-7%	-5%	-4%	46%	2%	-8	12%[57 µM]	-6%
CCOC(=O)Cn1c(=NC(=O)c2cc(-c3cccs3)nc3ccccc23)sc2cc(S(N)(=O)=O)ccc21	5%	0%	-11%	10%	18%[59 µM]	-6%	-1	13%	41%[activator]
CCCN(CCC)CCNC(=O)c1sc2nc3n(c(=O)c2c1C)CCCCC3	18%	-2%	20%	2%	13%[59 µM]	9%	-1	66%[activator]	-2%

Reformatted with values under each structure: 10 of the compounds above
Each structure is followed by: GLS inhibitor	ERG-DNA inh	JMJD2A Tudor	BAZ2B inh	G9a inh	PGK inhibitor	PI4K2A inh	HP1b binding inh	Pin1 inh
CS(=O)(=O)c1ccc(Cl)c(NC(=O)CN2C(=O)C3CCCCC3C2=O)c1 (stereo unspecified)
 : -7%	10%	1%	-8%	10%[2.33 µM]	i	0	21%	2%
O=C(COc1cc(F)ccc1[N+](=O)[O-])Nc1ccc2c(c1)OCO2
 : -2%	-5%	-1%	7%	?	1%	-2	28%	-8%
COc1cc2c(cc1OC)C(c1ccccc1F)OC(=O)C2 (stereo unspecified)
 : -6%	12%	-1%	0%	27%[59 µM]	-5%	-2	61%[activator]	-7%
Fc1ccc(/C=C\c2nccc3c2[nH]c2ccccc23)cc1
 : 1%	8%	27%	28%	48%	4%	7	97%[activator]	4%
O=C(NCc1ccc(F)cc1)c1cnc(Cl)c(Cl)c1
 : -8%	0%	7%	10%	17%	4%	-1	25%	-9%
COc1ccc(-n2c(Cc3cccn3C)nnc2SCC(=O)NC2CCCCC2)cc1
 : 0%	-1%	-12%	-37%	?	-1%	5	-1%	0%
O=C(CCNC(=O)c1ccc(Cl)cc1)Nc1c(F)c(F)cc(F)c1F
 : 26%	-5%	-3%	-35%	24%[59 µM]	0%	3	11%	-8%
CN(C(=O)c1cccc(NC(=O)Cc2ccc(NC(=O)C3CCCN(C(=O)C4CCCC4)C3)cc2)c1)C1CCCC1 (stereo unspecified)
 : 1%	-11%	-5%	.	.	0%	3	29%	1%
COc1ccc(N2C(=O)CSC2c2ccc(F)c(F)c2)cc1 (stereo unspecified)
 : 1%	1%	-6%	16%	11%	-4%	-2	33%	9%
O=c1[nH]c(=O)n(Cc2ccco2)c2c1C(C(F)(F)F)(C(F)(F)F)N=C(c1ccc(F)cc1)N2
 : 5%	-18%	-27%	3%	?	3%	3	13%	0%

New compounds follow.
SMILES	GLS inhibitor	ERG-DNA inh	JMJD2A Tudor	BAZ2B inh	G9a inh	PGK inhibitor	PI4K2A inh	HP1b binding inh	Pin1 inh
CCOC(=O)c1ccc(NC(=O)Cn2cc(C(=O)c3ccc(Cl)cc3)c(=O)c3ccc(C)nc32)cc1	2%	1%	-18%	11%[57.1 µM]	-6%[59 µM]	i	-1	6%	?
CC(C)CC1(C)CNC(=O)NC1	90%[activator]	-21%	1%	.	.	-7%	0	29%	-4%
CCN(CC)S(=O)(=O)c1ccc(N2CCOCC2)c(NC(=O)CC23CC4CC(CC(Br)(C4)C2)C3)c1	0%	9%	-2%	4%	?	-11%	-6	-4%	1%
O=C(C1CC1)N1CCc2cc(Br)cc(S(=O)(=O)NC3CCCCC3)c21	-18%	-6%	-14%	3%	?	-5%	-3	36%	0%
CCc1ccc(C(=O)COC(=O)CNC(=O)c2ccc(Br)o2)cc1	0%	-10%	-4%	-3%	16%	0%	-5	44%	-1%
CC(C=Cc1ccccc1)=NNS(=O)(=O)c1ccc([N+](=O)[O-])cc1	-2%	-11%	?	.	.	-4%	-6	-4%[57 µM]	?
COc1ccc(S(=O)(=O)N2CCCCC2)cc1C(=O)NC1CCS(=O)(=O)C1 (stereo unspecified)	-12%&-7%	4%	-9%	-1%	-6%[59 µM]	-4%&-1%	4&1	21%[57 µM]	1%
Cc1cc(C)c2c(N)c(C(=O)Nc3ccccc3C(F)(F)F)sc2n1	5%	-1%	8%	10%	-6%[59 µM]	5%	-8	92%[activator]	5%
O=C(COc1ccccc1)Nc1ccc2nc(SCC(=O)N3CCc4ccccc43)sc2c1	5%	-4%	-23%	?	-33%[59 µM]	i	-3	68%[activator]	6%
Cc1ccccc1N1CCN(S(=O)(=O)c2nnc(NC(=O)CC(C)C)s2)CC1	-9%	5%	-5%	12%	.	i	6	38%	5%
c1nc2ccc(Cc3ccc4nc[nH]c4c3)cc2[nH]1	2%	-7%	-13%	-18%	22%	-8%	-5	27%	-1%
O=C(NCCCN1CCCC1=O)Nc1cc(Cl)ccc1Cl	-18%	-3%	-3%	-1%	.	0%	0	16%	3%
O=C(NCC1CCN(S(=O)(=O)c2ccccc2)CC1)Nc1ccc(F)cc1F	-23%	-17%	-8%	3%	1%	2%	0	37%	?
CCN(CC(=O)Nc1ccc(S(=O)(=O)N2CCCC2)cc1)Cc1ccccc1	-10%	-14%	-6%	5%	45µM*	i	3	28%	6%
CCOc1ccc(N(CC(=O)NC2CCCC2)C(=O)CCC(=O)Nc2nc(C)cs2)cc1	-9%	3%	-8%	-12%	-5%	-9%	3	-10%	1%
CCN(CC)S(=O)(=O)c1cccc(NC(=O)Nc2cccc(C(F)(F)F)c2)c1	-4%	?	-13%	18%	14%	3%	3	30%	13%

Source: PubChem (National Center for Advancing Translational Sciences (NCATS))
